# PRMT1 FP inh = blocks human protein arginine methyltransferase 1; recombinant PRMT1, activity-based probe fluorescence polarization; inhibition, % at 2.79 µM; 370,000 compounds, 1.3% hits;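 active = inhibition above about 21% made by adding two undisclosed values, limit read from the data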
# LEDGF integ inh = blocks HIV-1 LEDGF/p75-dependent DNA integration; TR-FRET IN-LEDGF/p75 DNA integration, Eu/Cy5; inhibition, % at 3.7 µM; 370,000 compounds, 0.64% hits; AID 743269;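 active = inhibition above the screen-wide mean plus 3 SD, cut at about 13% in these data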;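 note: signal is the Cy5 over europium emission ratio at 671 and 618 nm; 0% = plate median of compound wells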
# MBD2 DNA inh = MBD2-methylated oligo binding inhibition; Q9UBB5; TR-FRET, MBD2 binding to methylated oligonucleotide; inhibition, % at 4.4 µM; 370,000 compounds, 0.31% hits; AID 686964; in the data active = inhibition above about 13%
# SIAE primary = blocks human sialic acid acetylesterase. inhibition, % at 9.66 µM. Q9HAT2. 370,000 compounds, 0.69% hits. SIAE FP-Rh probe binding, fluorescence polarization. AID 1053197;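 active = inhibition above a cutoff: mean of compounds within the control limits plus 3 SD of those, cut at about 17% in these data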;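 note: 0% = plate median of compound wells and 100% = probe without SIAE protein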
# Target sequence (Q9HAT2 whole entry, looked up): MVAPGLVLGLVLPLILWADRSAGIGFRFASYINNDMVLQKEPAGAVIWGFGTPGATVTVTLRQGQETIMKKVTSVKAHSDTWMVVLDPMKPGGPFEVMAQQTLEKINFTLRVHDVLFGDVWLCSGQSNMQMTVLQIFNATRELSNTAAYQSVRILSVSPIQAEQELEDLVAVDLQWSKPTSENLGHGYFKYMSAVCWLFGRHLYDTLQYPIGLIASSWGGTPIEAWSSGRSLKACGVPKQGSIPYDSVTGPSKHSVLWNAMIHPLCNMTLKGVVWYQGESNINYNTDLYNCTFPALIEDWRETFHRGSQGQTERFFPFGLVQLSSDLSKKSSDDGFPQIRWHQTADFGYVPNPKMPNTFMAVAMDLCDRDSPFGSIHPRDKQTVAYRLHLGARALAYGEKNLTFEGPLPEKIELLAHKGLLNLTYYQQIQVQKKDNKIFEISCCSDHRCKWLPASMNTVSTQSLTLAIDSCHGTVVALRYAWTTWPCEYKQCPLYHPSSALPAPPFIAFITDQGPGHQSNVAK
# HTRA1 inh = inhibitors of human serine peptidase HTRA1; inhibition, % at 5.96 µM; 340,000 compounds, 0.5% hits; AID 504803; Q92743; recombinant HTRA1, FP-rhodamine activity-based probe, fluorescence polarization; in the data active = inhibition above about 36%;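 note: 0% = enzyme with DMSO and 100% = wells lacking enzyme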
# TCR CD3 inh = inhibitors of human TCR-CD3 interaction. inhibition, % at 9.4 µM. 360,000 compounds, 0.37% hits. TAMRA-labeled TCR probe fluorescence, biochemical. AID 651800; in the data active = inhibition above about 19%;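 note: recombinant mutant TCR 2C K166C tagged with TAMRA read by polarization; 0% = receptor in buffer alone and 100% = receptor with positive control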
# TDP2 absorb = TDP2 (human) inhibition, absorbance primary screen | 370,000 compounds, 0.34% hits | O95551 | recombinant TDP2, T5PNP hydrolysis, p-nitrophenol absorbance 415 nm | inhibition, % at 12.8 µM;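 active = inhibition above the mean of all tested compounds plus 3 SD, set per campaign, cut at about 25% in these data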;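 note: 0% = DMSO with enzyme and 100% = buffer with substrate but no TDP2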
#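 Evaluation: % inhibition relative to enzyme-containing and enzyme-free wells. Material: recombinant human TDP2. Benchmarks: enzyme-free and DMSO wells. Timing: enzyme reaction with compound for 2 h at 37 °C. Compound dosing: 12.8 µM only. Measured by: p-Nitrophenol epi absorbance. Reagent: T5PNP substrate at 5 mM, a TopII-DNA adduct mimic. Replication: single well per compound.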
# GC-B act = GC-B (human) receptor activation; 370,000 compounds, 0.11% hits; activation, % at 10 µM; HEK293-GC-B cells, CNP EC30, cGMP TR-FRET; 0% at EC30 CNP, 100% saturating CNP; AID 1920062; P20594;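 active = activation at 10 µM reaching about 35% in either raw or pattern-adjusted values, limit read from the data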
# rCAG binder = r(CAG) repeat RNA binding | inhibition, % at 3 µM | AID 651821 | TO-PRO-1 dye displacement fluorescence | 370,000 compounds, 1.3% hits;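 active = inhibition above the plate cutoff, the mean of all test compounds on that plate plus 3 SD, cut at about 35% in these data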;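 note: 0% = DMSO alone and 100% = 100 µM mitoxantrone as full dye displacement; higher means more dye released from RNA so lower well fluorescence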
# ABHD4 inh = ABHD4 (mouse) inhibition, primary FP screen | Q8VD66 | purified mABHD4, FP-Rh probe fluorescence polarization | inhibition, % at 8.92 µM | 370,000 compounds, 0.54% hits | AID 720543;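 active = inhibition exceeding the mean over every tested compound plus 3 SD, cut at about 30% in these data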;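 note: 0% = plate median of compound wells and 100% = S159A mutant with DMSO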
# Target sequence (Q8VD66 whole entry, looked up): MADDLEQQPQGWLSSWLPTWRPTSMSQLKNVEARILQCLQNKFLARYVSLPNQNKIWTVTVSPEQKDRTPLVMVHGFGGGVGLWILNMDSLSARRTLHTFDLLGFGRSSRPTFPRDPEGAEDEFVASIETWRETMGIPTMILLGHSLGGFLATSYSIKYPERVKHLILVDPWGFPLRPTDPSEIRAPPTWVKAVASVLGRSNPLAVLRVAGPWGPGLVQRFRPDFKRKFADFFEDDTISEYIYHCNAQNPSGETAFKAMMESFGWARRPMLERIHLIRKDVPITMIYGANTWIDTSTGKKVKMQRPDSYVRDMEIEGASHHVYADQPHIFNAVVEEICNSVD
#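 system = mouse ABHD4 enzyme, wild type | medium = HEPES pH 7.0, NaCl, Pluronic buffer | also added = FP-Rh probe | incubation = Enzyme–compound pre-incubation 45 min, then probe 60 min, both 25 °C | technique = fluorescence polarization, excitation 525 nm, emission 598 nm, BODIPY TMR filters | controls = S159A mutant high control, sample median low control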
# * marks the source's active call; other numbers are inactive results; nt = no result given. This is a subset; the hit share may differ from the screen's.
SMILES,PRMT1 FP inh,LEDGF integ inh,MBD2 DNA inh,SIAE primary,HTRA1 inh,TCR CD3 inh,TDP2 absorb,GC-B act,rCAG binder,ABHD4 inh
O=C(/C=C/c1ccc(S(=O)(=O)N2CCOCC2)cc1)NCc1ccc(Cl)cc1,-4,0,-2,-11,-12,-4,-9,-3,7,-3
O=c1ccc(S(=O)(=O)N2CCC(Cc3ccccc3)CC2)c[nH]1,-3,-1,-4,6,-7,8,-18,2,5,2
CC(NC(=O)c1ccc(Br)cc1)C(=O)NC1=NCCS1 (centres undefined),3,2,-3,-2,-1,3,-8,5,1,4
O=C(CCNC(=O)c1ccc(Br)cc1)Nc1cccc(S(=O)(=O)N2CCCCC2)c1,1,-3,2,-15,-29,-2,3,-4,9,-3
COc1cccc(OCC(=O)NNC(=O)c2cccs2)c1,1,1,-5,4,-1,0,14,3,0,3
COc1ccc2nc(N3C(=O)C(O)=C(C(=O)c4ccco4)C3c3ccco3)sc2c1 (centres undefined),0,3,2,9,5,1,8,4,1,9
Nc1nonc1-n1nnc(C(=O)N/N=C/c2cccc(Cl)c2)c1-c1cccs1,-7,6,-4,-25,-50,-3,-15,-3,10,-39
C=CCn1c(/N=C/c2ccc(N(C)C)cc2)nc2ccccc21,-2,-3,-4,-1,-3,2,-16,-4,0,0
NC(=O)C1CCN(CC(=O)Nc2ccccc2C(=O)NC2CC2)CC1,0,6,2,-2,2,10,5,4,-1,1
CCCCc1nc(N)c(C#N)c(-c2ccco2)c1CCC,-2,3,3,9,-9,2,-2,1,-6,-3
C=CCN1C(=O)C2(C(C(=O)c3ccc(C)o3)=C(O)C(=O)N2CCCN2CCOCC2)c2ccccc21 (centres undefined),7,2,-1,0,5,7,-3,-2,10,-5
Cc1ccc2nc(-c3ccc(NC(=O)COC(=O)c4ccco4)cc3)sc2c1,-3,1,1,-20,-3,1,-14,-10,0,7
CCCN1C(=O)COc2ccc(-c3n[nH]c(=O)c4ccccc34)cc21,2,-2,0,2,3,4,-6,2,-1,-8
CC1(C)O[C@@H]2[C@H](O1)[C@@H](CO)O[C@H]2n1cnc2c(=O)[nH]cnc21,3,2,0,7,5,-2,-1,6,0,1
CN(C(=O)Cc1ccccc1)n1cnnc1,0,0,9,1,0,0,4,5,1,-7
CCN(CC(=O)Nc1c(F)cccc1F)C(=O)Cc1ccc2c(c1)OCCO2,-1,2,1,-4,-4,-8,-4,4,-1,4
Cc1nc(CCNC(=O)C2CCC(=O)N(Cc3cccc(F)c3)C2)sc1C (centres undefined),-8,1,-5,-2,-4,4,-4,0,-6,-6
CCc1ccc(NC(=O)[C@H](Cc2ccccc2)NC(=O)C2CCN(C(=O)[C@@H](N)CC(C)C)CC2)cc1,-2,-1,-2,3,-7,8,-2,4,-4,1
Cc1ccc(NC(=O)NCCCl)cc1S(=O)(=O)N1CCOCC1,-1,-4,-5,3,10,7,-2,1,0,4
CCOc1ccc(NC(=O)Cn2cncc2-c2ccc([N+](=O)[O-])cc2)cc1,-1,3,4,-1,1,2,7,-1,11,11
O=C(COC(=O)CCc1c[nH]c(=O)[nH]1)Nc1ccccc1,1,0,-4,0,5,5,2,4,-4,1
COc1cc(OC)c(OC)cc1CN1CCN(Cc2cccn2C)CC1,0,0,-1,7,13,9,13,-7,8,2
O=C(O)c1ccc(S(=O)(=O)c2ccc(Sc3ccc(C(=O)O)c(C(=O)O)c3)cc2)cc1,5,8,5,4,-1,-11,3,7,6,-10
O=C(COc1ccccc1)NC(NC(=S)Nc1ccccc1O)C(Cl)(Cl)Cl (centres undefined),0,-3,-2,5,-11,13,5,7,12,-15
CC(=O)Nc1ccc(NC(=O)c2c([N+](=O)[O-])c(C(C)(C)C)nn2C)cc1,1,4,-4,-5,2,-2,-1,0,-2,1
Cc1cc(NC(=O)Cc2cccs2)no1,7,5,16*,1,1,3,4,0,40*,4
COCCNC(=O)Cn1cnc2c(cnn2-c2ccc(C)cc2)c1=O,0,-8,2,-4,-11,-1,-5,4,-4,1
CC1(C)Cc2c(cnn2-c2ccc(F)cc2)C(NC(=O)CCN2CCCC2=O)C1 (centres undefined),3,0,2,-6,-1,-6,-5,-3,-6,0
O=C1NC(NS(=O)(=O)c2ccc(Cl)cc2)(C(F)(F)F)C(=O)N1c1ccccc1 (centres undefined),1,-5,2,-5,-1,-6,3,3,7,3
O=[N+]([O-])c1cccc(C2=Nn3c(nnc3-c3ccccc3)SC2)c1,-2,-1,2,-2,nt,nt,4,15,4,-1
CCOC(=O)c1ccc(NC(=O)c2ccc(NS(C)(=O)=O)cc2)cc1,3,3,0,-2,-4,-7,-11,-2,8,-8
CCCCN1C(=O)C(CC(=O)NCCc2ccccn2)CC(C(=O)N(CC)CC)=C1C (centres undefined),2,0,2,7,11,-2,4,1,-2,7
CCCC(CCC)c1nc2ccncc2[nH]1,1,6,1,0,5,6,2,4,0,11
C/C(=N\Nc1nc(N2CCCCC2)nc(N2CCOCC2)n1)c1cccs1,-2,-3,6,1,-6,8,-15,3,-2,8
Nc1nc(N)c2cc([N+](=O)[O-])ccc2n1,2,-2,-6,-1,3,-1,-3,3,0,-5
CCNC(=S)N1CCN(CCN=CC2=C(O)CC(c3ccco3)CC2=O)CC1 (centres undefined),1,2,3,1,-2,4,-12,4,-5,-3
Cc1cc(C)cc(CC2CC(=O)N(c3cc(C)on3)C2=O)c1 (centres undefined),2,-3,5,-4,-5,11,0,-3,1,10
COc1ccccc1N(CC(=O)Nc1c(C)n(C)n(-c2ccccc2)c1=O)S(=O)(=O)c1ccccc1,-4,4,-8,2,-1,3,3,6,5,2
CC1NC(=O)NC1CCCCCC(=O)Nc1ccc(F)c(Cl)c1 (centres undefined),-5,74*,-4,5,-3,2,5,-1,-2,0
CCn1cc(C(=O)NCCCN2CCCC(C)C2)c(=O)c2cc(S(=O)(=O)N3CCc4ccccc4C3)ccc21 (centres undefined),-2,4,2,-7,0,2,-6,-2,-3,3
O=C(NNC1CC(=O)N(c2ccccc2)C1=O)c1ccc(COc2ccccc2Cl)o1 (centres undefined),1,2,0,-5,-10,1,6,-14,10,1
O=C(CSC1CN(C(c2ccccc2)c2ccccc2)C1)N/N=C/c1ccc(Cl)cc1Cl,-3,1,-3,-47,-21,7,-6,-4,14,-5
Fc1cccc(-c2cc3nc(-c4ccccc4)cc(N4CCC5(CC4)OCCO5)n3n2)c1,-4,2,-1,-17,-76,-3,-17,-1,8,-26
Cc1ccc(S(=O)(=O)CC(=O)Nc2cc(C)on2)cc1,1,-2,-1,7,-1,-2,-7,2,7,-1
Clc1ccc(-c2cc(COc3ccccc3)no2)cc1Cl,0,4,2,0,-9,-5,-5,3,1,-9
O=S(=O)(c1ccc(F)c(F)c1)N1CCN(c2ncccn2)CC1,-4,-5,-1,-2,6,3,-11,-1,-1,4
Cc1nc(N)nc(COc2ccccc2)n1,-7,3,0,10,8,5,11,0,-1,1
CCOC(=O)C1=C(COC(=O)/C=C/c2cc(Br)ccc2F)NC(=O)NC1C (centres undefined),-1,-5,-1,0,-2,-6,7,3,-3,4
COc1ccccc1C1NC(=O)NC(C)=C1C(=O)OC1CCC(C)CC1 (centres undefined),2,-1,1,-2,-5,-1,9,-5,-6,-2
COC(=O)c1cc(C)sc1NC(=O)C1CC(=O)NN1Cc1ccccc1 (centres undefined),2,2,4,0,-6,0,3,-6,-6,-2
Cc1ccc(S(=O)(=O)NNC(=S)NCC2CCCO2)cc1 (centres undefined),6,0,3,5,-2,5,2,1,-2,3
Cc1ccc(Cl)cc1N1CCN(C(=O)Cn2ncn3cccc3c2=O)CC1,-3,1,-4,3,-2,2,-16,-2,0,-3
CSc1oc(-c2ccco2)nc1S(=O)(=O)c1ccccc1,9,6,-4,0,1,2,-9,-5,17,7
Cc1ccc(S(=O)(=O)Nc2ccc(N(C)C)cc2)cc1,5,0,3,6,32,5,-2,-3,2,12
Cc1ccc(/C=C/C(=O)OCC(=O)c2ccc3c(c2)NC(=O)CO3)o1,17,2,-5,-1,-9,5,-8,0,12,0
CCOC(=O)CC(C(=O)OCC)P(=O)(c1ccccc1)c1ccccc1 (centres undefined),1,2,2,-5,3,9,7,-13,-5,4
O=C1NC(=O)C(=Cc2ccc(Cl)cc2Cl)S1,6,0,2,-5,-41,-1,-4,0,21,-38
COc1cc(NC(=O)C2CC(c3ccccc3O)=NO2)c(OC)cc1Cl (centres undefined),-2,-2,1,2,1,5,-1,5,0,2
CC(C)Nc1ccc(Nc2ccnc3cc4ccccc4cc23)cc1,-3,2,5,8,39*,-2,2,-3,23,31*
CC(C)Cn1cnc2c(c(-c3ccccc3)c(-c3ccccc3)n2Cc2ccco2)c1=N,1,-2,-1,0,-17,4,-7,-20,15,9

# Record cards, from the list above:
# `Nc1nonc1-n1nnc(C(=O)N/N=C/c2cccc(Cl)c2)c1-c1cccs1` in the list: PRMT1 FP inh = -7; LEDGF integ inh = 6; MBD2 DNA inh = -4; SIAE primary = -25; HTRA1 inh = -50; TCR CD3 inh = -3; TDP2 absorb = -15; GC-B act = -3; rCAG binder = 10; ABHD4 inh = -39
# `CCCCN1C(=O)C(CC(=O)NCCc2ccccn2)CC(C(=O)N(CC)CC)=C1C` (centres undefined) in the list: PRMT1 FP inh = 2; LEDGF integ inh = 0; MBD2 DNA inh = 2; SIAE primary = 7; HTRA1 inh = 11; TCR CD3 inh = -2; TDP2 absorb = 4; GC-B act = 1; rCAG binder = -2; ABHD4 inh = 7

# Later entries.
SMILES,PRMT1 FP inh,LEDGF integ inh,MBD2 DNA inh,SIAE primary,HTRA1 inh,TCR CD3 inh,TDP2 absorb,GC-B act,rCAG binder,ABHD4 inh
CN(C)C(CNC(=O)c1ccc(S(=O)(=O)Nc2ccccc2F)cc1)c1ccccc1 (centres undefined),-4,-5,0,2,-2,-2,-5,8,4,-2
CCCCn1c(N)c(N(CC(C)C)C(=O)CN2C(=O)C3CCCCC3C2=O)c(=O)[nH]c1=O (centres undefined),-2,0,1,4,0,3,-1,0,-1,7
CCOC(=O)C1(CC2CC2)CCN(C(=O)c2cccnc2C)CC1,4,-4,4,-1,-3,-2,6,6,-7,4
COc1ccccc1CN1CC(C(=O)NCc2cccc(Cl)c2)CCC1=O (centres undefined),0,-3,-4,7,7,3,-17,-3,-5,3
CC(=O)c1ccc(NC(=O)CN2CCOCC2)cc1,-1,3,2,0,3,10,15,1,-1,-1
COc1ccc(C2c3ccc(O)cc3Oc3ncn4nc(-c5ccccn5)nc4c32)cc1 (centres undefined),-2,9,-7,-7,-15,5,-5,10,14,-2
CC1Sc2ccc(S(=O)(=O)CCC(=O)NCc3ccc(Cl)cc3)cc2NC1=O (centres undefined),3,-1,-2,-4,-5,-4,-10,-3,6,8

# Screening results as filed in PubChem BioAssay.
